Compound activity: PubChem, National Center for Advancing Translational Sciences (NCATS)
S3 lipid droplet – qHTS Assay for Lipid Storage Modulators in Drosophila S3 Cells | Drosophila S3 cells, BODIPY lipid droplet fluorescence, 18-24 h; cells fed with added oleic acid | Potency in µM for hits, for the others lipid storage change, negative = inhibition, % at the top dose, mostly 46.1 µM | 0.64% of 320,000 active | AID 2685, 2010; active = well fitted inhibition curve with a large enough effect in the signal ratio, with a control signal flat, not every such curve was filed as active; inconclusive = small, poorly fitted or top-dose-only effect, or effect the other way, or a change in a side signal; the % refers to the signal ratio
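Laser-scanning cytometry quantifies lipid droplet accumulation (500–530 nm total intensity; droplet/cell object ratio) in oleic acid-fed (400 uM added) Drosophila S3 cells treated with a concentration series. 20 uM Triacsin C defined 100% inhibition.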
S3 lipid droplet cell count max – also measured in S3 lipid droplet; calls as there; cell number change, %; measured here: cell count max response;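 cells counted by Cell Tracker Red CMTPX staining in the red channel; peak over a dose series mostly up to 46.1 µM; percent activity relative to internal control wells on each plate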
An asterisk follows results filed as active; i = inactive; u = inconclusive; x = not tested or not shown. % is scaled to controls: 0 for no effect and ±100 for the full control effect; potency is read from the fitted curve at half-maximal effect. An excerpt; the hit share may differ from the screen's.

S3 lipid droplet	S3 lipid droplet cell count max	SMILES
-13%	-13	CCOC(=O)C1(CCCc2ccccc2)CCN(C(=O)CCn2cnnn2)CC1
u	x	Cc1ccc(N2C(=O)c3cccc4c(N5CCN(C)CC5)ccc(c34)C2=O)c2cccnc12
10%	-22	O=C(/C=C/c1ccc2c(c1)OCO2)NCC1CCCO1 (stereo not drawn)
u	x	Nc1c(Cl)nc(-c2ccccc2)nc1Cl
u	x	Cc1ccccc1OC(C)C(=O)NCCC1=CCCCC1 (stereo not drawn)
u	x	O=C(COC(=O)CCCOc1ccc(Cl)cc1Cl)NCc1ccccc1
u	x	COc1ccc(CN2CC(C(=O)NCCc3ccc(Cl)cc3)CC2=O)cc1 (stereo not drawn)
u	x	Cc1cc(C(=O)COC(=O)c2ccc(O)cc2O)c(C)n1-c1ccccc1
u	x	CC(NC(=O)/C(=C\c1ccco1)NC(=O)c1ccco1)C(=O)O (stereo not drawn)
u	x	COc1cc(CNCCN2CCOCC2)ccc1OCc1ccccc1Cl
i	x	CSc1ncc2ncn(C3OC(CO)C(O)C3O)c2n1 (stereo not drawn)
0%	-1	O=c1[nH][nH]c(-c2ccccc2O)c1C(C[N+](=O)[O-])c1ccc(Cl)cc1Cl (stereo not drawn)
4%	5	COc1ccc(OC)c(NC(=O)CSc2nnc(C3CCCCC3)n2-c2ccccc2)c1
u	x	CCOC(=O)[C@@H](C)N(Cc1ccc(OC)cc1)S(=O)(=O)N(Cc1ccccc1)[C@H](C(=O)OC)C(C)C
u	x	CC(c1ccccc1)N1C(=O)c2ccccc2C1(O)Cc1ccccc1 (stereo not drawn)
u	x	Cc1ccccc1NC(=O)CN1C(=O)c2ccccc2C1=O
-2%	10	Cc1ccc(/C=N/NC(=O)CN2CCN(Cc3ccccc3)CC2)s1
u	x	O=C(NCCC1=CCCCC1)C1CCN(S(=O)(=O)c2cccc(C(F)(F)F)c2)CC1
4%	-12	O=C(CC(=O)N/N=C\c1c(Cl)cccc1Cl)NCc1ccccc1
u	x	O=C(Nc1cccc(Cl)c1)c1ccc(=O)[nH]n1
i	12	CC(=O)c1cccc(NC(=O)C=C(C)C)c1
4%	4	Cc1ccc(CNC(=O)C(=O)NCC2OCCN2C(=O)c2ccc(Cl)cc2)cc1 (stereo not drawn)
-1%	7	O=C(c1ccccc1)c1sc(N2CCCCCC2)nc1-c1ccccc1
6%	12	CN(CC(=O)Nc1cccc2ccccc12)C(=O)c1cccc(S(=O)(=O)N(C)C)c1
u	x	COc1ccc(NC2CCCN(C(=O)c3cccnc3SC)C2)cc1OC (stereo not drawn)
-6%	-8	COc1cccc(NC(=O)c2ccn(C)n2)c1
10%	-2	O=C(/C=C\c1cn(-c2ccccc2)nc1-c1ccccc1)Nc1nccs1
-2%	-13	Cn1c(=O)[nH]c(=O)c2c1nc(Br)n2C/C=N/Nc1ccccc1
u	x	C/C(=N/Nc1cc(-c2ccccc2)nc(-c2ccccc2)n1)c1ccc(O)cc1
u	x	Cc1cccc(NC2=NC(C)(C)N=C(N)N2)c1C
u	x	O=C(Cn1ccc(=O)[nH]c1=O)Nc1ccc(C(=O)O)c(O)c1
-1%	9	C/C(CC(=O)Nc1cccnc1)=N\NC(=O)c1ccc([N+](=O)[O-])c(Cl)c1
1.8µM*	-19*	COc1ccc(NC(C)=O)cc1S(=O)(=O)NC(Cc1ccccc1)C(=O)NCc1ccccc1C (stereo not drawn)
u	x	COc1cccc(NC(=O)c2cnc[nH]2)c1
24%	-27	CN(C(=O)c1ccc(S(=O)(=O)N2CCCCC2)cc1)C1CCS(=O)(=O)C1 (stereo not drawn)
9%	-5	COc1ccc(-c2nc3ncccn3c2Br)cc1
37%	-4	CC1CCC(NC(=O)COC(=O)CCC(=O)c2ccc(Cl)s2)CC1 (stereo not drawn)
14%	3	O=C(O)c1ccc(/C=N\Nc2ccc(S(=O)(=O)N3CCOCC3)cc2[N+](=O)[O-])cc1
12%	3	CC(=O)Nc1ccc(N2C(=O)CC(N3CCN(Cc4ccc5c(c4)OCO5)CC3)C2=O)cc1 (stereo not drawn)
i	x	CCOc1ccc(C2OC34CCCCC3C(C#N)(C#N)C2(C#N)C(=N)O4)cc1OC (stereo not drawn)
3%	7	N#CCCn1cc(C(=O)O)c(-c2cc3ccccc3o2)n1
0%	3	COc1ccc(N=C2SCC(c3ccccc3)=NN2C)cc1
u	x	CCc1ccccc1NC(=O)NCc1cccnc1
u	x	O=C(NCC#CCOCc1ccccc1)c1ccccc1
u	x	CCC12OC(=N)C(C#N)(C1C)C(C#N)(C#N)C(c1ccccc1)O2 (stereo not drawn)
4%	20	CCCCCCn1c(=O)[nH]c2c(c1=O)CCC2
u	x	O=c1c2ccccc2c(C=Nc2cccc(O)c2)c(O)n1-c1ccc2c(c1)OCO2
-15%	-2	COC(C(=O)N1CCC(n2nccc2NC(=O)C2CC2)CC1)c1ccccc1 (stereo not drawn)
16%	14	O=C(CSc1n[nH]c(-c2ccc(Cl)cc2Cl)n1)Nc1ccccn1
-19%	-1	COc1ccc2cc3cc(C(=O)NCc4ccccn4)oc3nc2c1

New compounds follow:
S3 lipid droplet	S3 lipid droplet cell count max	SMILES
u	x	COCCCNC(=O)CNC(=S)N(Cc1ccc(F)cc1)C1CCCCC1
u	x	Fc1ccccc1C1c2cccn2CCN1C(=S)Nc1ccc(Br)cc1 (stereo not drawn)
i	x	Cc1ccc(CNC(=O)CS(=O)Cc2nc(-c3ccccc3F)oc2C)cc1 (stereo not drawn)
-20%	-26	CCC(=O)Oc1ccc(-c2nc(-c3cccnc3)no2)cc1
u	x	CNC(=O)CSc1nccn1Cc1ccc(Cl)cc1
-21%	-19	COc1cccc(OC)c1OCCOCCN1CCN(C)CC1
16µM*	-12*	CC(=O)N1N=C(c2ccncc2)OC12CCCC2
u	x	Cc1cccc(-c2noc(CNS(=O)(=O)c3ccccc3)n2)c1
i	x	CC(=O)c1cc2c(cc1NC(=O)c1cccc(S(=O)(=O)N3CCN(C)CC3)c1)OCO2
u	x	CCC(=O)Nc1nnc(S(=O)(=O)N2c3ccccc3CC2C)s1 (stereo not drawn)
u	x	O=C(COC(=O)CCC(=O)c1cccs1)NC1CC1
i	16	CCc1ccc(NC(=O)[C@@H](NC(=O)[C@@H]2Cc3ccccc3CN2)C(C)CC)cc1 (stereo partly drawn)
u	x	O=C(C1CCN(S(=O)(=O)c2ccc(Cl)cc2)CC1)N1CCN(c2ccccn2)CC1
2%	x	COC(=O)CSc1nnc(-c2ccc3c(c2)OCO3)n1C
u	x	COc1ccc(C(O)c2nc3ccccc3n2C)cc1OC (stereo not drawn)
u	x	O=C(CCN1C(=O)/C(=C\c2ccc(F)cc2)SC1=S)Nc1ccc(O)cc1
u	x	COc1ccc(COC(=O)C2=C(C)NC(=O)NC2c2ccc(O)c(OC)c2)cc1 (stereo not drawn)
-2%	9	CC(=O)c1c(C)nc(-c2ccc(Cl)cc2Cl)n1O
u	x	CCOC(=O)CSc1nc2sc3c(c2c(=O)n1CC)CC(C)(C)OC3
u	x	CCc1ccc(CNC(=O)C2CCCN(S(=O)(=O)N(CC)c3ccccc3)C2)cc1 (stereo not drawn)
6%	-13	CN(C)c1ccc(NC(=O)Nc2csc3ccccc23)cc1
-25%	-13	COc1ccccc1C(=O)O/N=C(\N)c1ccc(Cl)cc1
u	x	C/C(=C1/SC(=S)N(CCC(=O)O)C1=O)c1ccc(O)cc1
u	x	O=C(Nc1ccccc1)Nc1ncc([N+](=O)[O-])s1
i	-18	C=CCn1c(SCC(=O)OCc2ccccc2)nc2c1c(=O)n(C)c(=O)n2C
u	x	Cc1c(C(=O)NCc2cccs2)oc2ccc(Br)cc12
i	7	Cc1nc2nc(Cc3ccccc3)[nH]n2c(=O)c1Cl
u	x	Nc1ncnc2c1ncn2C1OC(C(=O)NC2CC2)C(O)C1O (stereo not drawn)
u	x	CC(C)c1nc(SCC(=O)N2CCN(c3ccccc3)CC2)c2c(=O)n(C)c(=O)n(C)c2n1
1%	1	CCCc1cc(Nc2ccccc2C)n2ncnc2n1
i	x	Cn1c(Nc2ccccc2)nc2ccccc21
7%	5	COc1cccc2cc(-c3nc4ccccc4[nH]3)c(=O)oc12
22%	6	Cc1ccc(NC(=O)c2ccc3c(c2)S(=O)(=O)c2ccccc2C3=O)cc1S(=O)(=O)N1CCOCC1
29%	26	O=C1CCc2cc(NS(=O)(=O)c3ccccc3)cc3c2N1CC3
2%	1	N#CC1=C(N)Oc2n[nH]c(-c3ccccc3)c2C1c1ccsc1 (stereo not drawn)
u	x	CCC(=O)N(Cc1cc(=O)[nH]c2ccccc12)c1cccc(C)c1
u	x	Nc1ccc(C(CC(=O)O)n2cccc2)cc1 (stereo not drawn)
7%	2	Cc1cc(C)c(C)c(S(=O)(=O)NCCCN2CCCC2=O)c1C
u	x	COc1cc(NC(=O)CSc2nc3[nH]ncc3c(=O)n2-c2ccccc2C)cc(OC)c1OC
u	x	O=C(COc1ccc2ccccc2c1)N/N=C/c1ccccn1
u	x	O=C(Cn1cc(C(F)(F)F)ccc1=O)N/N=C/c1ccccc1O
u	x	COC(=O)c1[nH]c2cccc(OC)c2c1NC(=O)CN1CCN(c2cccc(OC)c2)C(C)C1 (stereo not drawn)
u	x	COc1cccc(CNC(=O)CCS(=O)(=O)c2ccc3c(c2)NC(=O)C(C)S3)c1 (stereo not drawn)
-4%	7	C#CCNC(=O)C1=C[C@@H](c2coc3ccccc3c2=O)C[C@@H](OCCCCO)O1
i	x	CCN(CC)Cc1nc2sc(C)c(C)c2c(=O)[nH]1
5%	8	COc1ccc(/C=C/C(=O)OCn2c(SC)nnc(C)c2=O)cc1OC
u	x	CCOC(=O)C1CCCN(C(=O)c2ccc(OC)c([N+](=O)[O-])c2)C1 (stereo not drawn)
u	x	CCn1cc(C(=O)OCC(=O)c2cc(C)n(-c3cccc(C(F)(F)F)c3)c2C)c(=O)c2ccc(C)nc21
u	x	COc1cc(/C=C2\C(=N)N3N=C(S(C)(=O)=O)SC3=NC2=O)ccc1OC(=O)c1cccs1
u	x	CC1CCC2(CC1)NC(=O)N(CC(=O)Nc1ccc3[nH]c(=O)[nH]c3c1)C2=O (stereo not drawn)

18 of the compounds above, comma-delimited:
SMILES,S3 lipid droplet,S3 lipid droplet cell count max
CCCc1cc(Nc2ccccc2C)n2ncnc2n1,1%,1
Cn1c(Nc2ccccc2)nc2ccccc21,i,x
COc1cccc2cc(-c3nc4ccccc4[nH]3)c(=O)oc12,7%,5
Cc1ccc(NC(=O)c2ccc3c(c2)S(=O)(=O)c2ccccc2C3=O)cc1S(=O)(=O)N1CCOCC1,22%,6
O=C1CCc2cc(NS(=O)(=O)c3ccccc3)cc3c2N1CC3,29%,26
N#CC1=C(N)Oc2n[nH]c(-c3ccccc3)c2C1c1ccsc1 (stereo not drawn),2%,1
CCC(=O)N(Cc1cc(=O)[nH]c2ccccc12)c1cccc(C)c1,u,x
Nc1ccc(C(CC(=O)O)n2cccc2)cc1 (stereo not drawn),u,x
Cc1cc(C)c(C)c(S(=O)(=O)NCCCN2CCCC2=O)c1C,7%,2
COc1cc(NC(=O)CSc2nc3[nH]ncc3c(=O)n2-c2ccccc2C)cc(OC)c1OC,u,x
O=C(COc1ccc2ccccc2c1)N/N=C/c1ccccn1,u,x
O=C(Cn1cc(C(F)(F)F)ccc1=O)N/N=C/c1ccccc1O,u,x
COC(=O)c1[nH]c2cccc(OC)c2c1NC(=O)CN1CCN(c2cccc(OC)c2)C(C)C1 (stereo not drawn),u,x
COc1cccc(CNC(=O)CCS(=O)(=O)c2ccc3c(c2)NC(=O)C(C)S3)c1 (stereo not drawn),u,x
C#CCNC(=O)C1=C[C@@H](c2coc3ccccc3c2=O)C[C@@H](OCCCCO)O1,-4%,7
CCN(CC)Cc1nc2sc(C)c(C)c2c(=O)[nH]1,i,x
COc1ccc(/C=C/C(=O)OCn2c(SC)nnc(C)c2=O)cc1OC,5%,8
CCOC(=O)C1CCCN(C(=O)c2ccc(OC)c([N+](=O)[O-])c2)C1 (stereo not drawn),u,x

(more compounds)
S3 lipid droplet	S3 lipid droplet cell count max	SMILES
u	x	O=C(Cc1csc(N2CCOCC2)n1)N/N=C/c1cccc(O)c1
u	x	O=C(N/N=C/C=C/c1ccccc1)c1cc(C2CC2)[nH]n1
u	x	CCOc1ccc(/C=N/n2cnnc2)cc1
u	x	CCOC(=O)COc1ccc(/C=C2\NC(=S)N(CC)C2=O)cc1
u	x	CC(=O)/C(=C/N(C)C)Sc1ccc(C)cc1
-22%	-29	CC(=O)Nc1ccc(S(=O)(=O)Nc2nc3ccccc3nc2N2CCCCCC2)cc1
u	x	O=C(NCCc1ccccc1)c1ccc(CS(=O)(=O)c2ccc(Br)cc2)o1
10%	10	COc1cccc(N2CCN(CC(=O)Nc3ccccc3C(=O)NCCc3ccccc3)CC2)c1
i	0	CC1(C(=O)O)CCC(C(=O)Nc2ccc3ccccc3c2)C1(C)C (stereo not drawn)
0%	1	CSCC[C@H](Nc1ncnc2sc(C)c(C)c12)C(=O)O
